KDM5B inh: KDM5B demethylase inhibition; KDM5B demethylase, FDH-coupled NADH fluorescence (FDH is formaldehyde dehydrogenase); Q9UGL1; 220,000 compounds, 2.6% hits; AID 1347165; Potency, µM (top dose mostly 57.7 µM), without a hit: at the top dose activity change, negative = inhibition, usual class: inhibitors; active means well fitted inhibition curve with a large enough effect; inconclusive means small, poorly fitted or top-dose-only effect; inactive means no such curve, though single readings can be large or run the other way; further: 0% is about no effect; nearly all actives have a fitted effect of over 70% in size
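KDM5BΔAP (200 nM final) in 50 mM HEPES pH 7.5, 0.01% Tween-20 was preincubated 10 min at RT with compound over a concentration range. Substrate mix (H3K4me3 12.5 µM, α-KG 25 µM, Fe²⁺, ascorbate, NAD⁺, FDH) was added, and NADH fluorescence change over 30 min gave dose-response curves.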
The depositor's hits bear a star; ? = inconclusive; & = joins results of further samples; [ ] = another dose, or the depositor's remark. Potency means the concentration at half of the fitted maximal effect.

SMILES	KDM5B inh
CNC(=O)[C@@H]1C[C@@H](n2cc(CNC(=O)Nc3ccc(Cl)cc3)nn2)CN1	-32%
COc1ccc(S(=O)(=O)N2CCc3c(C(=O)NC4CCCC4)cccc32)cc1	-9%
CC(=O)Nc1cc(-c2cc(C(=O)NCc3cc(C)on3)c3c(c2)N(C)CCO3)ccn1	-20%[86.2 µM]
CCCCOc1ccc2c(C)c(CC(C)C)c(=O)oc2c1	?
COc1cc2cc(C(=O)N[C@@H](C)C(=O)Nc3ccc4c(c3)OCO4)[nH]c2c(OC)c1OC	354%[activator]
Cc1ccc(-c2cn3c(n2)CO[C@@H](CNC2CCCC2)C3)cc1	?
Cc1cc(F)ccc1CC(=O)N1CC[C@H](N(C)C)[C@H](CCC(=O)O)C1	2%
CCOC(=O)N1CCN(Cc2nc3cc(NC(=O)c4ccc(Cl)cc4)ccc3n2C(C)C)CC1	6%
COc1ccc(NC(C)=[N+](C)CCNS(=O)(=O)c2ccc(Cl)cc2)cc1	?
COc1ccc(CCNc2nc(-c3ccccc3OC)cc(C(F)(F)F)n2)cc1OC	?
CC1=C[C@@H](CNC(=O)CC2(CC(=O)O)CCCC2)[C@H](C(C)C)C[C@H]1Cc1nc2c(C)cccc2[nH]1	-14%
CNC(=O)c1noc([C@@H]2CC(F)(F)CN2C(=O)Cc2ccccc2)n1	7%
O=C(Nc1ccc(C(F)(F)F)cc1)c1ccc(N2C(=O)CCS2(=O)=O)cc1	?
CSc1cccc(NC(=S)N2CCCN(Cc3ccc(F)cc3)C2)c1	279%[activator]
CC(C(=O)NCC1CC1)N1C(=O)COc2ccc(C(=O)COc3cccc(Cl)c3)cc21 (stereo not drawn)	-3%
C/C(=C\c1ccccc1)C(=O)NCC(C)C	-6%
CCOc1ccc2[nH]c3c(NCCO)ncnc3c2c1	?
Cc1ccc(C(=O)N2CC(F)(F)C[C@H]2c2nc(C3CC3)no2)nc1	35%
C=C(C)Cn1c(SC)nc2c1c(=O)n(C)c(=O)n2C	-17%
COc1cc(NC(=O)CSc2nc(Cl)nc3nc[nH]c23)cc(OC)c1OC	23%
Cc1c(Cl)cccc1NC(=O)Cn1nc(C(=O)O)c2ccccc2c1=O	-4%
O=C(c1ccc(N2CCCC(CO)C2)nc1)N1CCC(N2CCOCC2)CC1 (stereo not drawn)	?
COc1cccc2c(Nc3ccc(C)cc3)cc(C)nc12	3%
CCOc1ccc(CCn2c3c(c(=O)[nH]c2=O)C(NC(=O)c2ccccc2)(C(F)(F)F)C(=O)N3)cc1OCC (stereo not drawn)	-21%
CC(C)CNC(=O)c1cc(-c2ccccc2F)cc2c1OCCN2Cc1cccnc1	32µM*

Continuation:
SMILES	KDM5B inh
O=C(NCc1ccccc1)c1c(OCC2CC2)cc(=O)n2c1CCOCC2	-8%
O=C(NCCN1CCN(C(=O)c2ccc(Br)cc2)CC1)c1ccc(Br)cc1	-17%&12%
Cc1ccc(C)c(/C=C/C(=O)c2cccc(O)c2)c1	-8%
Cc1cc(C)c(S(=O)(=O)NCC(c2ccc(N(C)C)cc2)N2CCOCC2)c(C)c1 (stereo not drawn)	-15%
Cc1cccc(N(C)S(=O)(=O)c2ccc3c(c2)NC(=O)CC(=O)N3)c1	15%
Cc1ccccc1NC(=O)CN(C)S(=O)(=O)c1cccc2nsnc12	?
C1CC(c2noc(C34CC5CC(CC(C5)C3)C4)n2)CO1 (stereo not drawn)	32%
Cc1ccc(CNc2ccc(C(N)=O)cn2)cc1	47%[activator]
O=C(c1cccs1)N1CCC(Oc2cccnc2)C1 (stereo not drawn)	25%
Cc1ccccc1[C@H]1C[C@@H](O)[C@@H](O)[C@@H]1NC(=O)C(C)C	-18%[115 µM]
Cc1cc(OC(C)C(=O)N(Cc2ccc(N(C)C)cc2)Cc2ccco2)ccc1Cl (stereo not drawn)	?
CCC[C@@H]1CN(C(=O)c2cc(-c3cccs3)n(C)n2)C[C@H]1N(C)C	32%[activator]
CCOc1cccc(-c2noc(-c3nnn4c3COC(c3cccc(OC)c3)C4)n2)c1 (stereo not drawn)	25µM*
COc1cccc(Oc2nc3c(c(=O)n(Cc4ccccc4Cl)c(=O)n3C)n2C)c1	?
C[C@H]1[C@@H]2[C@@H](O)C([C@H](C)C(=O)NCCN3CCCC3)CC[C@@]2(C)CC[C@@H]1NC(=O)CC(C)(C)C (stereo partly drawn)	-25%
CN(CC1CCOCC1)S(=O)(=O)c1cccc(F)c1	13%
Cc1ccccc1-c1noc(CN2CCC(O)CC2)n1	9%
CCOC(=O)C(NC(=O)COc1cccc2ccccc12)C(=O)OCC	10%
O=C(CCC1CCN(C(=O)c2ccccn2)CC1)N1CCC(Cc2ccccc2)CC1	19%
Cc1ccccc1Cn1c(=O)n(CCC(=O)NCCc2ccc(Cl)cc2)c(=O)c2sccc21	15%
CN(C)c1ccc(C(=O)N[C@H]2CO[C@H]3[C@@H]2OC[C@@H]3n2cc(COc3ccccc3)nn2)cc1	?
COc1ccc(/C=[N+](\[O-])C2N(c3ccccc3)C(=S)SC2(C)C)cc1OC (stereo not drawn)	-2%
O=C(Nc1ccc(C(F)(F)F)oc1=O)c1ccc(Cl)cc1	15%
Cc1ccc2occ(C3CC(=O)Nc4c3c(C)nn4-c3ccc(Cl)nn3)c(=O)c2c1 (stereo not drawn)	8%
COc1ccc(-n2nc(C3CCN(Cc4cccnc4)CC3)[nH]c2=O)cc1	-21%

15 structures from above, ordered by number of heavy atoms, ascending.
SMILES	KDM5B inh
C/C(=C\c1ccccc1)C(=O)NCC(C)C	-6%
Cc1ccc(CNc2ccc(C(N)=O)cn2)cc1	47%[activator]
CN(CC1CCOCC1)S(=O)(=O)c1cccc(F)c1	13%
CCOc1ccc2[nH]c3c(NCCO)ncnc3c2c1	?
O=C(Nc1ccc(C(F)(F)F)oc1=O)c1ccc(Cl)cc1	15%
Cc1ccc(-c2cn3c(n2)CO[C@@H](CNC2CCCC2)C3)cc1	?
Cc1ccc(C(=O)N2CC(F)(F)C[C@H]2c2nc(C3CC3)no2)nc1	35%
Cc1cc(F)ccc1CC(=O)N1CC[C@H](N(C)C)[C@H](CCC(=O)O)C1	2%
Cc1c(Cl)cccc1NC(=O)Cn1nc(C(=O)O)c2ccccc2c1=O	-4%
O=C(NCc1ccccc1)c1c(OCC2CC2)cc(=O)n2c1CCOCC2	-8%
Cc1cc(C)c(S(=O)(=O)NCC(c2ccc(N(C)C)cc2)N2CCOCC2)c(C)c1 (stereo not drawn)	-15%
COc1ccc(CCNc2nc(-c3ccccc3OC)cc(C(F)(F)F)n2)cc1OC	?
COc1cc2cc(C(=O)N[C@@H](C)C(=O)Nc3ccc4c(c3)OCO4)[nH]c2c(OC)c1OC	354%[activator]
C[C@H]1[C@@H]2[C@@H](O)C([C@H](C)C(=O)NCCN3CCCC3)CC[C@@]2(C)CC[C@@H]1NC(=O)CC(C)(C)C (stereo partly drawn)	-25%
CCOC(=O)N1CCN(Cc2nc3cc(NC(=O)c4ccc(Cl)cc4)ccc3n2C(C)C)CC1	6%

2 entries from above, reformatted.
Cc1ccccc1Cn1c(=O)n(CCC(=O)NCCc2ccc(Cl)cc2)c(=O)c2sccc21
  KDM5B inh: 15%

CN(C)c1ccc(C(=O)N[C@H]2CO[C@H]3[C@@H]2OC[C@@H]3n2cc(COc3ccccc3)nn2)cc1
  KDM5B inh: ?

(continued)
SMILES	KDM5B inh
CC(C)C(=O)Nc1ccc(NC(=O)Nc2cccc(Cl)c2)cc1	24%
Cc1ccc(CNC(=O)N2CC(n3cc(C(=O)NCC4CC4)nn3)C2)cc1	2%
Cc1ccc2oc(=O)c3cnn(CC(=O)N4CCN(c5cccc(C(F)(F)F)c5)CC4)c3c2c1	8%
CCOc1ccc(C2C(C#N)=C(N)Oc3cc(C)n(Cc4cccnc4)c(=O)c32)cc1OCC (stereo not drawn)	7%
C/C(=C\C(=O)c1ccccc1)C(=O)c1ccc(Br)cc1	?
COc1ccc(-c2nn(-c3ccccc3)cc2/C=N/O)cc1	8%
CC(C)CNC(=O)N1CCC(Oc2ncccc2C(=O)N2CCOCC2)C1 (stereo not drawn)	-7%
COc1ccc(C(=O)c2cn(CC(=O)Nc3cc(OC)cc(OC)c3)c3ccc(OC)cc3c2=O)cc1	-17%
CC(C)CCCNCCNC(=O)/C=N/O	-10%
Cc1cccc(NC(=O)CCNC(=O)C2CCCC2)c1C	9%
CCCOc1ccc(-c2nc(C#N)c(N3CCCC3)o2)cc1	?
O=C(CN1c2ccccc2Sc2ccccc21)N/N=C/c1ccccc1	-14%
O=C(NCCCN1CCCC1=O)c1nc(-c2ccc3[nH]ccc3c2)no1	-4%
CCC1=C(C(=O)OC)C(c2ccccc2)N2C(CC(=O)NCCCN3CCCC3=O)=CSC2=N1 (stereo not drawn)	?
COc1ccc(Br)c(C2Oc3nc(SC)nnc3-c3ccccc3N2C(C)=O)c1 (stereo not drawn)	11%
CCCc1cc(=O)[nH]c2nnc(SCC(=O)Nc3ccc(OC)cc3)n12	-17%
COc1ccccc1-n1cnnc1SCC(=O)N1CCOCC1	35%
COc1ccc(C(=O)Oc2ccc(Cl)cc2C)c(OC)c1	19%
O=C(CN1C(=O)NC2(CCCCCC2)C1=O)N1CCN(c2ccccc2)CC1	42%
O=S(=O)(c1ccc(SCc2cc3c(cc2Br)OCCO3)nc1)N1CCOCC1	-11%
CC(NC(=O)c1ccc(-c2ccccc2)cc1)c1ccccc1 (stereo not drawn)	3%
CC(C)C(=O)Nc1ccc2c(c1)CN(CCc1ccc(F)cc1)C(=O)C(C)O2 (stereo not drawn)	?
CCOc1ccccc1C(=O)N1CCC(Oc2ccc(C(=O)N(C)C)cn2)CC1	-4%
CCC(CC)NC(=O)CSc1ncc(-c2ccc(F)cc2)o1	4%
Cc1oc(-c2ccccc2)nc1CC(=O)Nc1ccc(OC(F)F)cc1	6%

The listing continues.
SMILES	KDM5B inh
CCOc1ccc(NC(=O)c2oc3ccccc3c2NC(=O)C(C)Oc2ccccc2)cc1 (stereo not drawn)	?
CC(C)N(CCNC(=O)c1ccc2ccccc2n1)C(C)C	-7%
COc1ccc(NC2CCCN(C(=O)C(C)(C)c3ccccc3)C2)cc1 (stereo not drawn)	13%
CC(=O)Nc1ccc(C(=O)NC2CCN(c3cc(-c4cccs4)[nH]n3)C2)cc1 (stereo not drawn)	18µM*
O=C(c1ccncc1)N1CCCC(CCc2ccc(F)cc2)C1 (stereo not drawn)	-4%
CC(=O)N1c2c(cc(Br)cc2S(=O)(=O)NCc2ccccc2)CC1C (stereo not drawn)	25%
CCc1ccc(CNC(=O)c2sc3ncccc3c2-n2c(C)ccc2C)cc1	?
CCCCN1C(=O)[C@@H]2C[C@@H](O)CN2C2(CN(Cc3ccc(OC)cc3)C2)C1=O	-18%[86.2 µM]
CCS(=O)(=O)N1CCC2(CC1)OC(=O)C(C)=C2C(=O)NCc1cccc(Cl)c1	-18%
CN(CC[C@H]1CN(C(=O)Cc2cccs2)CC[C@H]1CC(=O)O)c1ccccc1	-6%[86.2 µM]
CSc1ccc(NC(=O)c2cc(F)ccc2F)cc1	-4%
COc1ccc(-c2nnc3n2CCN(C(=O)Nc2ccc(Cl)cc2)C3)cc1	34%
O=C(O)C[C@@H]1CCN(C(=O)c2ccco2)C[C@@H]1CCN1CCN(c2ccccc2)CC1	-19%[86.2 µM]
Cc1ccc(C(C)C)c(OCCCn2c(=O)oc3ccc(C)cc32)c1	-26%
O=C(NCc1cccnc1)[C@@H]1C[C@@H](O)CN1C1CCN(C(=O)COc2ccccc2)CC1	-8%
COc1cccc(CNC(=O)CSc2nnc(C)n2C2CC2)c1	13%
NC(=O)C1CCN(C(=O)CCSc2nc(-c3ccc4c(c3)OCO4)cc(C(F)(F)F)n2)CC1	-8%
COCCN(Cc1ccc(C)c(Br)c1)S(=O)(=O)c1ccc2[nH]c(=O)ccc2c1	?
CCCCc1ncc(CN2CCC(Oc3ccc(C(=O)NCCOC)cc3Cl)CC2)[nH]1	18%
O=C(O)COc1ccc(/C=C/c2nc3ccc([N+](=O)[O-])cc3s2)cc1	1%
Cc1ccc(NC(=O)N2CC(n3cc(C(=O)NCc4ccncc4)nn3)C2)cc1C	-29%
C[S+](=O)([O-])c1cccc(-c2nccc3c(=O)cc(N4CCOCC4)oc23)c1	28µM*
O=C(CN1C(=O)NC2(CCOCC2)C1=O)N1CCN(c2ccccc2F)CC1	-13%
Cc1cccc(Cn2c(=O)c3c(nc(-n4nc(C)c(C)c4C)n3C)n(C)c2=O)c1	13%
Cc1cccc(NC(=O)C2CCCN(c3nc4ccccc4s3)C2)c1C (stereo not drawn)	17%

Additional results follow:
SMILES	KDM5B inh
CC(C)C1CN(C(=O)c2cccnc2N2CCOCC2)CCC(=O)N1CC1CC1 (stereo not drawn)	2%
CCCN1CC2(CCN(Cc3nc(CCOC)no3)CC2)CC1C(=O)O (stereo not drawn)	1%
CCOc1ccc(-n2nc3ccc(NC(=O)COc4ccccc4C)cc3n2)cc1	-177%
CN1CCC(N2CCN(C(=O)CCc3ccnc(N4CCOCC4)c3)CC2)CC1	?
CC(=O)c1ccc(NC(=O)CSCc2cccc(F)c2)cc1	-28%
COCC(=O)N[C@H]1C[C@H]2C(=O)Nc3ccc(/C=C/c4ccc(OC)cc4)cc3C(=O)N2C1	28µM*
FC(F)(F)c1cnc(Sc2nnc3sc4ccccc4n23)c(Cl)c1	14%
Cc1c(-c2ccccc2)n(-c2ccccc2O)c2nc3c(c(=O)n(C)c(=O)n3C)n12	-10%
CCc1cccc(NC(c2ccccc2)c2nnc(-c3ccccc3F)o2)c1 (stereo not drawn)	-1%
O=C(CCCc1ccccc1)N[C@@H]1CN(c2ccncn2)C[C@H]1CO	5%
COc1cccc(NC(=O)N(Cc2c[nH]c3ccccc23)C2CCCCCC2)c1	?
O=C(OCc1ncc(-c2ccc(Cl)cc2)o1)c1ccc(F)cc1	-15%

Screening data from PubChem.

Some of the compounds tested, so the mix of outcomes need not match the whole.
